# EBNA-1 inhibitor: blocks EBNA-1 binding to DNA | 300,000 tested, 0.34% active | AID 1950 | inhibition, % at 14.8 µM | EBNA-1 DNA binding, fluorescence polarization; in the data active means inhibition above about 28%
# ZTA DNA inh: blocks Epstein-Barr virus ZTA, an EBNA-1 counter-screen; P03206; ZTA-DNA binding, fluorescence polarization; inhibition, % at 11 µM; 320,000 tested, 0.15% active; AID 2234; in the data active means inhibition above about 33%
# PP1 inh: counter-screen for PP5 inhibitors: inhibitors of human PP1-alpha; inhibition, % at 6.7 µM; AID 2235; 320,000 tested, 0.9% active; purified PP1alpha, OMFP fluorescence;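 active means inhibition above the mean inhibition of all tested compounds plus 3 SD, computed separately for each screening campaign, cut at about 15% in these data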
# core dimer inh: blocks dimerization of HCV core protein; TR-FRET GST/Flag-core106 dimerization, 1536-well; inhibition, % at 5 µM; 300,000 tested, 0.33% active; AID 1899;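 active means inhibition above the mean of all tested compounds plus 3 SD, set per screening campaign, cut at about 45% in these data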
#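 Assay system: tagged HCV core106 pair (GST and Flag); medium: KF-containing HEPES buffer, pH 7.45, DTT, CHAPS, BSA; also added: Eu donor and XL665 acceptor anti-tag antibodies; dosing: 5 µM single dose; timing: compound-protein-antibody incubation 4 h at 22.5 °C; signal: TR-FRET 671 and 617 nm emission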
# Yeast superoxide: yeast age-related superoxide inhibition as caloric restriction mimetic | S. cerevisiae aged cells, superoxide DHE fluorescence; hits give low values | superoxide response (% of plate mean), % at 10 µM | 330,000 tested, 0.18% active;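 active means superoxide response under a set limit, about three screen SD below normal, cut at about 65% in these data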;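 further: yeast aged for seven days with compound at 30 °C before DHE staining; 100% = average MFI of all compound-treated wells on the plate with controls excluded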
# PP5 inh: blocks human protein phosphatase 5 activity; P53041; purified PP5c, OMFP substrate fluorescence; inhibition, % at 6.7 µM; 320,000 tested, 0.18% active;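 active means inhibition above the campaign's mean inhibition across all tested compounds plus 3 SD, cut at about 9.5% in these data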;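 further: 0% = DMSO only and 100% = 100 µM cantharidin control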
# Target sequence (P53041 whole entry, looked up): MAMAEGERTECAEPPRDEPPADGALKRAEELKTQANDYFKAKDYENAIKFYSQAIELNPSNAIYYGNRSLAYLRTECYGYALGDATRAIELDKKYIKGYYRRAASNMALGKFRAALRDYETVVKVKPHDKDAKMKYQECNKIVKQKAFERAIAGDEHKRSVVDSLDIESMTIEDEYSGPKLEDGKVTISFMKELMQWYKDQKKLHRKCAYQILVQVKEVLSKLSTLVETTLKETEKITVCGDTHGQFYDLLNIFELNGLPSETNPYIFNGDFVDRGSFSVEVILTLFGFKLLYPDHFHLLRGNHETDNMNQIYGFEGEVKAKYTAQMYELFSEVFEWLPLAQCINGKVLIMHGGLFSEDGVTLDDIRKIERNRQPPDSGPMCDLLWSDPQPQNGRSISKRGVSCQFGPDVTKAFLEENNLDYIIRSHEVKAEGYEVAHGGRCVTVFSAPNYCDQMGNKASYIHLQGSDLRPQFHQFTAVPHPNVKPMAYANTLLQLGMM
# GASC-1 inh: blocks human GASC-1 demethylase activity; GST-JMJD2C(1-420) H3K9me3 demethylation, DELFIA europium; inhibition, % at 2.35 µM; Q9H3R0; 330,000 tested, 0.069% active; AID 2099;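 active means more than half of a compound's replicate wells show inhibition beyond 50%, single wells judged on their own value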;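 further: signal counts dimethyl H3K9 product captured on neutravidin plate; 0% = median of DMSO wells and 100% = 0.3 times that DMSO median; strong numbers were not always called active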
# Target sequence (Q9H3R0 1-420 limits assumed): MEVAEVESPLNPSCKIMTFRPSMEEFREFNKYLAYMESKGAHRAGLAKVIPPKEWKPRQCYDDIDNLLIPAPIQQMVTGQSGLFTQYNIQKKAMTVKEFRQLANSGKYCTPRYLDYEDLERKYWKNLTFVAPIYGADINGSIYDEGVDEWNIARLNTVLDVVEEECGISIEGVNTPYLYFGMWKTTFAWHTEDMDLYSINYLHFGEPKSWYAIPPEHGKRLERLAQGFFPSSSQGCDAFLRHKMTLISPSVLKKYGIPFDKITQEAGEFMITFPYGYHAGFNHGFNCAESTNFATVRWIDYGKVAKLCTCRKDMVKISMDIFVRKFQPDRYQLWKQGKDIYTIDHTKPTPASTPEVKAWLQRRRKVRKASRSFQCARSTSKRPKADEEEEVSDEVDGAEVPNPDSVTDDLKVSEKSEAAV
# TPT1 inh: C. albicans TPT1 enzyme inhibition; inhibition, % at 5 µM; 300,000 tested, 0.81% active; AID 1962; recombinant caTPT1, FP RNA substrate dephosphorylation;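 active means inhibition above the mean of all tested compounds plus 3 SD, set per screening campaign, cut at about 24% in these data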;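 further: plate controls were DMSO alone for no effect and ferristatin control at 100 nM for full effect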
# CTSL1 counter: cathepsin L1 inhibition, PFM18AAP counter-screen. recombinant F. hepatica cathepsin L1, Z-Leu-Arg-MCA fluorescence. inhibition, % at 5.96 µM. 300,000 tested, 0.49% active. AID 1906;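 active means inhibition above the mean of all tested compounds plus 3 SD, set per screening campaign, cut at about 17% in these data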;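 further: 0% = plate median of test compound wells and 100% = 1 µM Z-Phe-Ala-diazomethylketone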
# * marks the source's active call; other numbers are inactive results; i = inactive; . = not tested or not shown.
SMILES,EBNA-1 inhibitor,ZTA DNA inh,PP1 inh,core dimer inh,Yeast superoxide,PP5 inh,GASC-1 inh,TPT1 inh,CTSL1 counter
Cc1ccc(C(C(=O)NC2CCCCC2)N(C(=O)c2csnn2)c2ccccc2F)o1 (centres undefined),8,14,3,9,104,2.8,1,1,-1
Cc1cc(/C=C2\SC(N)=NC2=O)c(C)n1-c1ccccc1,11,-3,5,24,94,-0.4,-1,6,3
NS(=O)(=O)c1ccc(NC(=O)c2ccc(COc3ccccc3)o2)cc1,39*,3,-4,-3,110,3.1,-2,2,-1
Cc1cccc(OCC(=O)Nc2cc(S(=O)(=O)N3CCCCC3)ccc2N2CCN(C)CC2)c1,5,12,-1,-1,95,2.0,8,-3,0
O=C(CN(Cc1ccccc1)S(=O)(=O)c1ccc(F)cc1)NCc1cccnc1,8,0,0,-4,113,2.8,6,1,0
CC(/C=C/c1ccc(O)cc1)=N/O,3,22,-6,-2,95,-0.3,5,-1,1
OCC1(Cc2ccccc2)CCN(C2CCN(c3ccccc3F)CC2)CC1,3,14,-7,-1,99,0.1,.,3,-9
Cc1cccn2c(=O)c(C(=O)NCCCN3CC(C)CC(C)C3)c(O)nc12 (centres undefined),2,-1,4,-9,86,-1.0,-10,-5,5
COc1cc(/C=C2/C(=O)ON=C2C)ccc1OCc1cccc(F)c1,2,19,-2,16,95,2.1,5,-1,-2
Cc1cc(C)n2nc(C(=O)N3CCCC(Nc4ccc(C(C)C)cc4)C3)cc2n1 (centres undefined),-9,-11,-6,12,122,1.9,0,-1,-1
Cc1cc(C)n(-c2ccc(C(=O)OC(C)C)cc2)n1,-2,6,-1,4,97,-0.2,-17,2,-1
Cc1cc(C)nc(-n2nc(C)c3c(C(F)(F)F)cc(=O)[nH]c32)n1,0,-14,-1,-6,98,0.9,-57,-6,-5
CCOC(=O)c1ccc(NC(=O)NCCc2cnc[nH]2)cc1,3,8,0,5,94,1.4,5,0,0
CC1CCC(NC(=O)C2CCC(CNS(=O)(=O)c3cccc4nsnc34)CC2)CC1 (centres undefined),18,-4,-4,0,91,-2.5,3,-4,4
O=c1c(C(c2ccccc2)c2c(O)sc3ccccc3c2=O)c(O)sc2ccccc12,60*,23,25*,19,90,2.6,7,0,5
CCC(C)[C@H](NC(=O)C1CCN(C(=O)[C@H](Cc2ccccc2)NC(=O)OC(C)(C)C)CC1)C(=O)O (some centres undefined),-18,-6,1,-6,111,2.6,45,2,2
CCc1cc(CNC(=O)C2CCC(=O)N(Cc3cccc(F)c3)C2)on1 (centres undefined),-8,17,-4,-13,75,1.2,-13,-1,-4
CCCCNC(=O)CNC(=S)N(Cc1ccccc1F)C1CCCCC1,5,-2,1,0,106,1.9,-1,4,0
COc1ccc(CC(=O)Nc2ccc(C(=O)Nc3ccccc3C(=O)O)cc2)cc1OC,-7,2,-1,-11,112,2.8,19,1,-1
COc1ccc(NC(=O)CNC(=O)N2CC(=O)Nc3ccccc32)cc1OC,-5,6,-3,4,99,2.2,-2,-1,2
COc1cc(CNCCc2ccccc2)cc(Br)c1OCC(=O)Nc1ccccc1C,-3,-2,9,-4,109,0.0,-6,0,2
O=C(Nc1cccc2ccccc12)c1ccc([N+](=O)[O-])o1,4,13,0,-1,106,0.9,10,-1,5
CC(C)CC(NC(=O)C1CCC(C)CC1)C(=O)N1CCN(c2ccccn2)CC1 (centres undefined),4,-3,-4,-4,92,0.7,1,1,12
Cc1nc2c(C)cccc2c2c1CCN2c1ccccc1F,-2,14,-1,7,106,0.7,-6,-2,3
COc1ccc(NC(=O)c2c(Cl)nc3ccccn23)cc1,-4,-1,-12,-13,118,1.1,12,2,-7
# Further records.
SMILES,EBNA-1 inhibitor,ZTA DNA inh,PP1 inh,core dimer inh,Yeast superoxide,PP5 inh,GASC-1 inh,TPT1 inh,CTSL1 counter
COc1ccc(OC)c(NS(=O)(=O)c2ccc(Cl)s2)c1,-4,-8,-1,0,108,8.6,15,1,4
O=c1[nH]nc(Sc2ncnc3sccc23)n1CCc1ccccc1,12,-9,0,5,126,0.1,18,-2,-4
O=C(CSc1nncs1)Nc1nccs1,-5,10,-6,-6,98,-3.4,-5,4,-1
C/C(=N\N1CCN(Cc2ccc(Cl)cc2)CC1)c1ccc(F)cc1,-7,-8,6,-1,97,1.8,2,3,6
O=S(=O)(Cc1ccccc1)N1CCc2ccccc2C1,4,-4,5,1,111,2.4,-6,3,-2
CCN1CCN(C(c2ccccc2)c2nnnn2CCc2ccc(OC)c(OC)c2)CC1 (centres undefined),-3,12,-4,2,96,-1.9,-16,-3,-1
CCOc1ccc(/C(=N\O)C(C)NO)cc1 (centres undefined),-10,-3,-3,-2,118,4.0,-15,2,-4
CCCOc1ccc(/C=C2\SC(=S)N(CC3CCCO3)C2=O)cc1 (centres undefined),-1,14,5,4,105,3.1,-1,3,-1
COc1ccc(C(=O)NCc2nnc(SCC(=O)c3ccccc3)n2C)cc1OC,-3,-6,-2,-2,97,0.1,-3,0,1
CCn1c2ccccc2c2cc(NC(=O)COC(=O)c3cc(OC)c(OC)cc3OC)ccc21,10,9,0,6,99,1.4,-3,-2,6
CCc1cccc(OCCCn2ccnc2)c1,-5,2,3,2,103,-3.2,4,36*,0
O=C(Nc1ccccc1N1CCOCC1)c1cccc([N+](=O)[O-])c1,9,13,1,0,118,0.7,7,4,2
CCCn1c(/N=C/c2ccc3c(c2)OCO3)nc2ccccc21,1,12,-3,-4,95,1.4,12,0,-3
C#CCOc1ccc(/C=C2/C(=O)N(c3cccc(C(=O)O)c3)N=C2C)cc1OC,-1,0,2,7,133,9.4,0,4,-4
COc1ccc(/C=C2\Sc3ccc(C(=O)NC4CC4)cc3N(C)C2=O)cc1OC,-7,-16,-1,-5,92,2.9,11,1,0
Cc1ccc(N2C(=O)CC(N3CCN(S(=O)(=O)c4ccccc4)CC3)C2=O)c(C)c1 (centres undefined),4,1,-1,-8,89,-2.0,-2,-4,1
O=C(Nc1cc(Cl)ccc1N1CCOCC1)C1=COCCO1,4,-10,-5,-4,107,-2.3,-2,-3,-3
CCOC(=O)C1CCCN(CC(=O)c2c[nH]c3ccc(C)cc23)C1 (centres undefined),5,-3,2,1,84,0.9,-16,-1,2
COc1ccc(Br)cc1CNc1ccc(O)cc1,-1,40*,4,-11,104,5.8,.,3,1
COc1ccc(-n2c(C)cc(C(=O)CCl)c2C)cc1,-9,4,6,15,86,-0.1,-8,1,7
CCCCC(c1nnnn1CCOC)N1CCN(CC)CC1 (centres undefined),1,-12,-14,-2,109,1.6,-10,-1,-11
N#CCCN1CCn2c1nc1ccccc12,-6,-14,3,-4,97,0.9,6,1,-2
C=CCOc1nc2c(c(=O)n(C)c(=O)n2C)n1Cc1ccccc1Cl,-6,-14,-1,-1,102,1.5,-4,-1,0
Cc1ccc(Nc2ncc3c(n2)CC(c2ccco2)CC3=O)c(C)c1 (centres undefined),2,2,3,7,i,0.6,1,-3,10
O=C(N/N=C/c1cccnc1)c1ccc(Cn2cc([N+](=O)[O-])cn2)o1,6,-6,2,-1,84,2.3,4,2,2

# Four entries from above, with each value named:
> O=C(CSc1nncs1)Nc1nccs1
  EBNA-1 inhibitor: -5
  ZTA DNA inh: 10
  PP1 inh: -6
  core dimer inh: -6
  Yeast superoxide: 98
  PP5 inh: -3.4
  GASC-1 inh: -5
  TPT1 inh: 4
  CTSL1 counter: -1

> C=CCOc1nc2c(c(=O)n(C)c(=O)n2C)n1Cc1ccccc1Cl
  EBNA-1 inhibitor: -6
  ZTA DNA inh: -14
  PP1 inh: -1
  core dimer inh: -1
  Yeast superoxide: 102
  PP5 inh: 1.5
  GASC-1 inh: -4
  TPT1 inh: -1
  CTSL1 counter: 0

> O=S(=O)(Cc1ccccc1)N1CCc2ccccc2C1
  EBNA-1 inhibitor: 4
  ZTA DNA inh: -4
  PP1 inh: 5
  core dimer inh: 1
  Yeast superoxide: 111
  PP5 inh: 2.4
  GASC-1 inh: -6
  TPT1 inh: 3
  CTSL1 counter: -2

> COc1ccc(C(=O)NCc2nnc(SCC(=O)c3ccccc3)n2C)cc1OC
  EBNA-1 inhibitor: -3
  ZTA DNA inh: -6
  PP1 inh: -2
  core dimer inh: -2
  Yeast superoxide: 97
  PP5 inh: 0.1
  GASC-1 inh: -3
  TPT1 inh: 0
  CTSL1 counter: 1

# Remaining list, next part:
SMILES,EBNA-1 inhibitor,ZTA DNA inh,PP1 inh,core dimer inh,Yeast superoxide,PP5 inh,GASC-1 inh,TPT1 inh,CTSL1 counter
ClC1CCCCC1n1nnc2ccccc21 (centres undefined),10,-4,0,-6,110,-1.1,-20,-3,-1
COc1ccc(-c2nnc(C)c3nocc23)cc1,-2,-3,8,43,107,-0.7,9,67*,2
CCC(C)[C@H](NC(=O)[C@@H]1Cc2ccccc2CN1)C(=O)Nc1ccc2c(c1)OCO2 (some centres undefined),-13,-2,6,-6,97,2.7,15,-4,4
Cc1nn(Cc2ccccc2)c(Cl)c1C(=O)NCCc1ccc(Cl)cc1,8,-1,1,-3,89,0.5,24,0,5
CC(NC1CCN(Cc2ccccc2)CC1)c1ccc(F)cc1 (centres undefined),-5,-6,-2,-7,107,0.1,0,-2,-3
ClCc1nc2ccccc2c2ccccc12,5,-2,7,10,98,-0.7,3,-2,2
CCC(C)Sc1nnc(CSc2nc3nc(C)cc(C)n3n2)o1 (centres undefined),12,3,-2,9,104,1.4,4,0,0
CC(=O)N1CCc2cc(Br)cc(S(=O)(=O)NCc3ccc(Cl)cc3)c21,-9,15,1,1,113,2.1,8,4,-2
CC(C)(C)NC(=O)Cn1c(-c2nonc2N)nc2ccccc21,1,4,-2,0,101,2.1,-3,2,-2
O=C(CNC(=O)c1ccco1)OCc1ccc(C(=O)Oc2ccccc2)cc1,-4,-1,-2,8,99,-4.8,6,5,7
COc1ccc(Cn2c(=O)[nH]c3cc(C(=O)N4CCN(c5ccc(C(C)=O)cc5)CC4)ccc3c2=O)cc1,10,4,-3,16,97,-0.2,2,2,4
CCCCc1c(O)nc(SCC(=O)N2CCOCC2)[nH]c1=O,4,13,-4,-4,90,-3.5,4,0,2
O=C(C1CCC1)N1CCc2cc(S(=O)(=O)NCc3ccccn3)ccc21,0,4,0,0,96,1.1,0,1,0
CCOC(=O)c1[nH]c(C)c(C(=O)Nc2ccc(C)c(Cl)c2)c1C,-1,-12,-2,-6,125,0.8,10,28*,-2
CCCN(CC(=O)Nc1ccccc1C)C(=O)c1ccc(N2CCCCCC2)c([N+](=O)[O-])c1,-3,10,-4,-7,97,0.9,6,-2,0
Cc1cc(OCCCC(=O)NCCN2C(=O)S/C(=C\c3cccnc3)C2=O)ccc1Cl,2,-16,-2,11,110,4.6,-1,2,-2
CCc1noc(C)c1C(=O)NNC(=O)c1ccccc1Cl,.,-1,-1,.,112,-3.5,1,.,.
C[C@H]1[C@H]2c3nc4ccccc4n3C[C@H]1ON2C1CCCCC1,15,-9,6,-4,90,-1.6,2,-5,2
CCOC(=O)c1ccc(NC(=O)CCNS(=O)(=O)c2ccc3c(c2)oc(=O)n3C)cc1,10,13,2,-1,83,-0.7,-12,1,5
Nc1ncnc2c1ncn2C1O[C@H](CO)[C@@H](O)[C@@H]1O (some centres undefined),-6,3,1,0,110,2.8,.,1,-1
CC(C)(C)C(=O)Nc1c2c(nn1-c1ccccc1)CSC2,-3,-1,2,-1,85,2.4,2,2,-2
CNC(=O)c1ccc(Nc2nnc(-c3ccc(C)c(S(=O)(=O)NCC4CCCO4)c3)c3ccccc23)cc1 (centres undefined),10,0,0,-3,103,1.6,-7,1,2
COC(=O)c1ccc(C(C(=O)NC2CCCCC2)N(C(=O)Cc2cccs2)C2CC2)cc1 (centres undefined),3,-4,0,5,139,1.4,1,1,-2
Cc1cc(C(=O)COC(=O)C23CC4CC(CC(O)(C4)C2)C3)c(C)n1-c1c(C)n(C)n(-c2ccccc2)c1=O,8,-5,1,-3,93,-0.2,78,1,-4

# Bioassay records (PubChem BioAssay)

# Rows are unselected; any-hit rate near 3.1%.
